ERb coact inh: blocks coactivator binding to human estrogen receptor beta | Q92731 | TR-FRET ER-beta LBD / SRC1-Cy5 peptide binding; receptor agonist-loaded with 1 µM estradiol | inhibition, % at 25.6 µM | 1.3% of 86,000 active;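 active means compounds whose percent inhibition of the receptor-coactivator binding signal exceeds about 50% in the single-dose screen, limit read from the data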;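 further: 0% = receptor plus peptide wells without compound and 100% = peptide-only wells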
MT1-MMP txn act: activates MT1-MMP transcription; HT1080 MT1-MMP promoter luciferase reporter, luminescence, overnight; hits give high values; activation factor at 10 µM; 0.16% of 86,000 active;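 active means activation factor of at least 2 for MT1-MMP transcription at 10 µM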
FAK inh: inhibitors of human focal adhesion kinase. Q05397. biochemical FAK kinase activity assay. inhibition, %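 (tested at 7 µM)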. 0.84% of 97,000 active. AID 727; in the data active means inhibition above about 19%;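 further: 0% = DMSO and 100% = reference compound high control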
Target sequence (Q05397 whole entry, looked up): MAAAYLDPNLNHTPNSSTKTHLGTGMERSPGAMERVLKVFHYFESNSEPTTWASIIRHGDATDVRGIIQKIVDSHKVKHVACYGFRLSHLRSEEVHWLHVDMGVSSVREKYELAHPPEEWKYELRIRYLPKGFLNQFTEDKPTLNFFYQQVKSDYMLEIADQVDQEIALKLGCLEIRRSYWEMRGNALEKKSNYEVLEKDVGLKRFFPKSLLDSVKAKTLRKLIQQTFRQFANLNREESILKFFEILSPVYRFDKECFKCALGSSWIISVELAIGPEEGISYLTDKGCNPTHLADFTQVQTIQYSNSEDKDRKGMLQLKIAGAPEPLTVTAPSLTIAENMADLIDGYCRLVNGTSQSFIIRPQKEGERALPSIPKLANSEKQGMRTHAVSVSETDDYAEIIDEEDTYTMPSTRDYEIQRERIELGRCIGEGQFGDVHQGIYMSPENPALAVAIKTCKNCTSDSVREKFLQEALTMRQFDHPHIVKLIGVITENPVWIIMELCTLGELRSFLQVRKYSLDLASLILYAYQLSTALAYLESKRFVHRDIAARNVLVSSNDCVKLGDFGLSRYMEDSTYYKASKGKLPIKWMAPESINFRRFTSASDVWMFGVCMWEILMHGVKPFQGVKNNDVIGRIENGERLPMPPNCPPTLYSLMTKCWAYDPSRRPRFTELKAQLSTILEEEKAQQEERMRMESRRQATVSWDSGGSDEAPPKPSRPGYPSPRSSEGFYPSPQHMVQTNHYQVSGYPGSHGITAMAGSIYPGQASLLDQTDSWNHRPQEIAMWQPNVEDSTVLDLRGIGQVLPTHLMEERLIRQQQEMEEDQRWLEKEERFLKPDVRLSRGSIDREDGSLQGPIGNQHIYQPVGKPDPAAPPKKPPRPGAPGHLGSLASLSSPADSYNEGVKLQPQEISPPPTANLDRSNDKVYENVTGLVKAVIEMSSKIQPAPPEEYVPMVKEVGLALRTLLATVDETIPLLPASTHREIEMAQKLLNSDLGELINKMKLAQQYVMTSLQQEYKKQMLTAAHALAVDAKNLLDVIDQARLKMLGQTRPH
CD11b adhes enh: CD11b/CD18-fibrinogen binding enhancement; P05107+P11215; K562 CD11b/CD18 adhesion to fibrinogen, ATPlite luminescence; activation, % at 10 µM; 0.07% of 93,000 active; AID 1499;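 active means 10 µM primary screen giving 50% or more activity, confirmed by 40% or more on retest at that dose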; further: strong numbers were not always called active; reference of the scale not given here
CD11b adhes inh: blocks human CD11b/CD18 adhesion to fibrinogen; P05107+P11215; K562 CD11b/CD18 adhesion to fibrinogen, ATPlite luminescence; Mn2+ added to activate the integrin; inhibition, % at 10 µM; 0.54% of 93,000 active;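 active means primary inhibition of 50% or more at 10 µM, then 40% or more on retest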; further: some results filed as inactive read as strong as hits
Ecoli WT expand: blocks growth of wild type E. coli BW25113. OD600 absorbance. growth inhibition, % at 100 µM. 0.15% of 98,000 active;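 active means growth inhibition above about 50% at one test dose, limit read from the data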;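 further: growth measured after 20 h incubation at 37 °C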
ERa coact pot: ER-alpha (human) coactivator binding potentiation; P03372; TR-FRET ERalpha-LBD/SRC-Cy5 coactivator binding, 2 h; 100 = basal binding, no effect; coactivator binding (% of control), % at 25.6 µM; 1.3% of 86,000 active; in the data active means activity above about 200%;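 further: binding measured in presence of low estradiol as agonist stimulus; 0% = peptide alone without receptor and 100% = receptor with peptide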
ERa SRC1 inh: blocks coactivator binding to human estrogen receptor alpha; TR-FRET ER-alpha LBD / SRC-1 peptide, estradiol-bound; inhibition, % at 25.6 µM; 1.7% of 86,000 active; AID 629; in the data active means inhibition above about 50%;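 further: 0% = receptor plus peptide control and 100% = peptide only without receptor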
PLAP activator: activators of human placental alkaline phosphatase; P05187; purified PLAP enzyme, luminescent substrate read-out; hits give high values; activation fold at 20 µM; 1.2% of 96,000 active; AID 696; in the data active means activation fold above about 2
An asterisk follows results filed as active; [ ] = remark or other dose. Rows were taken by chance; overall some 5.1% were active at least once.

`N#CC1=C(N)Oc2ccc3ccc(O)cc3c2C1c1cccnc1` (stereo unspecified) gave FAK inh 7, CD11b adhes enh 3, CD11b adhes inh -7, Ecoli WT expand 5 and PLAP activator 0.9.
Screening CC[N+](CC)(CC)C/C(N)=N/O returned ERb coact inh -6, MT1-MMP txn act 1.1, FAK inh -8, CD11b adhes enh -4, CD11b adhes inh -9, Ecoli WT expand 1, ERa coact pot 113, ERa SRC1 inh -5 and PLAP activator 1.
For COCCNC(=O)CSc1nc(-c2ccc(OC)c(OC)c2)cc(C(F)(F)F)n1 the results were ERb coact inh 6, MT1-MMP txn act 1.2, FAK inh -4, CD11b adhes enh 6, CD11b adhes inh -14, Ecoli WT expand 2, ERa coact pot 93, ERa SRC1 inh 11 and PLAP activator 1.3.
Cc1ccc(Cl)c2c1NC(=O)C2(O)CC(=O)c1ccccc1O (stereo unspecified) was read as ERb coact inh 4, MT1-MMP txn act 1.2, FAK inh 1, Ecoli WT expand 21, ERa coact pot 76[fluorescence artefact?] and ERa SRC1 inh -1.
COC(=O)c1c(NC(=O)C(C)(C)C)sc2c1C(C(=O)OC)CC2 (stereo unspecified) was read as ERb coact inh -10, MT1-MMP txn act 1.4, FAK inh 4, Ecoli WT expand 7, ERa coact pot 93, ERa SRC1 inh -1 and PLAP activator 1.2.
For O=C(c1ccccc1)c1ccc(N2CCOCC2)c(F)c1 the results were ERb coact inh 3, MT1-MMP txn act 1.3, FAK inh 0, CD11b adhes enh -1, CD11b adhes inh 2, Ecoli WT expand 6, ERa coact pot 122, ERa SRC1 inh -15 and PLAP activator 0.8.
COc1ccc(S(=O)(=O)NCc2ccncc2)cc1OC was read as ERb coact inh 6[fluorescence artefact?], MT1-MMP txn act 1, CD11b adhes enh -3, CD11b adhes inh -5, Ecoli WT expand -4, ERa coact pot 125, ERa SRC1 inh 1 and PLAP activator 0.9.
For CC(C)OC(=O)CC(=O)c1sc2nc3c(cc2c1N)CN(C)CC3 the results were ERb coact inh 45[fluorescence artefact?], MT1-MMP txn act 1, CD11b adhes enh -3, CD11b adhes inh -4, Ecoli WT expand 3, ERa coact pot 54, ERa SRC1 inh 36[fluorescence artefact?] and PLAP activator 1.4.
`Cc1ccc(OCCCC(=O)N2CCOCC2)cc1` gave ERb coact inh -10, MT1-MMP txn act 1.4, FAK inh -4, Ecoli WT expand -1, ERa coact pot 107, ERa SRC1 inh -14 and PLAP activator 1.
Screening CCOC(=O)CSC1=C(C#N)C(c2sccc2C)CC(=O)N1 (stereo unspecified) returned FAK inh -3, CD11b adhes enh 1, CD11b adhes inh 56*, Ecoli WT expand -1 and PLAP activator 0.9.
For Cc1csc(NC(=O)CSCC(=O)Nc2ccccc2)n1 the results were ERb coact inh -2, MT1-MMP txn act 1.2, FAK inh 2, CD11b adhes enh 2, CD11b adhes inh -55, Ecoli WT expand -4, ERa coact pot 91[fluorescence artefact?], ERa SRC1 inh 2 and PLAP activator 0.9.
Screening O=C(c1nc2nc(-c3ccccc3)cc(C(F)(F)F)n2n1)N1CCOCC1 returned ERb coact inh -2, MT1-MMP txn act 1.1, FAK inh 3, CD11b adhes enh -1, CD11b adhes inh -9, Ecoli WT expand -5, ERa coact pot 101[fluorescence artefact?], ERa SRC1 inh -3 and PLAP activator 1.
CCC(=O)Nc1nc(-c2ccc3c(c2)OCCO3)cs1 was read as ERb coact inh 3, FAK inh -4, CD11b adhes enh 0, CD11b adhes inh 15, Ecoli WT expand 4, ERa coact pot 127, ERa SRC1 inh -4 and PLAP activator 0.8.
`CCn1c(COc2ccccc2)nnc1SCC(=O)Nc1cc(C)ccc1OC` gave ERb coact inh 9, MT1-MMP txn act 1.2, FAK inh -1, CD11b adhes enh 7, CD11b adhes inh -4, Ecoli WT expand -4, ERa coact pot 109, ERa SRC1 inh -9 and PLAP activator 1.6.
For O=C(CSc1nnc(-c2cccnc2)o1)c1cc2ccccc2oc1=O the results were ERb coact inh 3, MT1-MMP txn act 1.4, FAK inh 2, CD11b adhes enh 67, CD11b adhes inh -60, Ecoli WT expand -7, ERa coact pot 221*, ERa SRC1 inh -4 and PLAP activator 1.3.
Screening Cc1cc(Br)ccc1NC(=O)CNC(=O)CN1C(=O)NC2(CCCCCC2)C1=O returned ERb coact inh -1, MT1-MMP txn act 1.1, FAK inh 3, CD11b adhes enh 0, CD11b adhes inh -8, Ecoli WT expand -3, ERa coact pot 118, ERa SRC1 inh -1 and PLAP activator 1.2.
Screening CCn1c(C(=O)N2CCCC(C(=O)NCCCc3ccccc3)C2)cc2sccc21 (stereo unspecified) returned ERb coact inh 80*[fluorescence artefact?], MT1-MMP txn act 1.1, FAK inh -4, ERa coact pot 132 and ERa SRC1 inh -3.
Screening CCCC(C1=C(O)CC(C)(C)CC1=O)C1C(=O)CC(C)(C)CC1=O (stereo unspecified) returned ERb coact inh -11[fluorescence artefact?], MT1-MMP txn act 1.2, FAK inh 0, ERa coact pot 99 and ERa SRC1 inh -9[fluorescence artefact?].
`CCOC(=O)C1(C)NC(c2ccccc2F)C2C(=O)N(c3cccc(C(C)=O)c3)C(=O)C21` (stereo unspecified) gave ERb coact inh 0, MT1-MMP txn act 1, FAK inh 2, CD11b adhes enh -1, CD11b adhes inh -16, Ecoli WT expand -3, ERa coact pot 107, ERa SRC1 inh -4 and PLAP activator 1.1.
NC(=O)c1cc2cc(Br)ccc2oc1=NCc1ccccc1 was read as ERb coact inh -5, FAK inh 2, CD11b adhes enh 2, CD11b adhes inh 12, Ecoli WT expand -7, ERa coact pot 121, ERa SRC1 inh -1 and PLAP activator 0.9.
Cc1cc(C)nc(NS(=O)(=O)c2ccc(N/C=C\C(=O)c3ccc(Cl)cc3)cc2)n1 was read as FAK inh 5, CD11b adhes enh 9, CD11b adhes inh -6, Ecoli WT expand -6 and PLAP activator 1.4.
For CCOC(=O)c1c(NC(=S)Nc2ccccc2)sc(C)c1C the results were ERb coact inh -3, MT1-MMP txn act 1.2, FAK inh -1, ERa coact pot 123[fluorescence artefact?] and ERa SRC1 inh -9.
`O=C(c1ccccc1F)N1CCN(c2cccc(C(F)(F)F)c2)CC1` gave ERb coact inh 16[fluorescence artefact?], MT1-MMP txn act 1.1, CD11b adhes enh -2, CD11b adhes inh 5, Ecoli WT expand 10, ERa coact pot 118, ERa SRC1 inh 11[fluorescence artefact?] and PLAP activator 1.6.
`CC1=C(C(N)=O)C(c2ccccn2)n2nc(SCc3ccccc3)nc2N1` (stereo unspecified) gave ERb coact inh -4, MT1-MMP txn act 1.2, FAK inh 0, ERa coact pot 102 and ERa SRC1 inh -5.
`CC(=O)Nc1ccc(N2C(=O)CSC2c2c(F)cccc2Cl)cc1` (stereo unspecified) gave ERb coact inh -3, MT1-MMP txn act 1.1, FAK inh -1, CD11b adhes enh 2, CD11b adhes inh -5, Ecoli WT expand 8, ERa coact pot 95, ERa SRC1 inh 1 and PLAP activator 1.
COc1ccc(N(CC(=O)N2CCCC(C)C2)S(=O)(=O)c2c(C)nn(C)c2C)cc1 (stereo unspecified) was read as ERb coact inh -10[fluorescence artefact?], MT1-MMP txn act 1, FAK inh -1, CD11b adhes enh -2, CD11b adhes inh -6, Ecoli WT expand 5, ERa coact pot 122[fluorescence artefact?], ERa SRC1 inh -4 and PLAP activator 1.5.
For CS(=O)(=O)Nc1ccc(C(=O)NCC2CCCO2)cc1 (stereo unspecified) the results were ERb coact inh -3, MT1-MMP txn act 1.2, FAK inh 1, CD11b adhes enh 9, CD11b adhes inh -4, Ecoli WT expand 4, ERa coact pot 122, ERa SRC1 inh 14 and PLAP activator 0.8.
For CCn1c(C(=O)N2CCC(C(=O)NCc3cccs3)CC2)cc2sccc21 the results were ERb coact inh -3, MT1-MMP txn act 1, FAK inh 3, CD11b adhes enh -3, CD11b adhes inh -17, Ecoli WT expand -3, ERa coact pot 113[fluorescence artefact?], ERa SRC1 inh 1 and PLAP activator 1.6.
`Cc1cc(C)c(C)c(S(=O)(=O)N2CCN(C(=O)c3cc(=O)[nH]c4ccccc34)CC2)c1C` gave ERb coact inh -2, MT1-MMP txn act 0.9, FAK inh 4, CD11b adhes enh -2, CD11b adhes inh -7, Ecoli WT expand 9, ERa coact pot 94, ERa SRC1 inh 8 and PLAP activator 1.3.
`Cc1nn(-c2nc3ccccc3s2)c(N)c1Sc1ccc(F)cc1` gave ERb coact inh 0[fluorescence artefact?], MT1-MMP txn act 1.9, FAK inh 4, CD11b adhes enh 7, CD11b adhes inh -8, Ecoli WT expand -4, ERa coact pot 110, ERa SRC1 inh 4 and PLAP activator 0.9.

Arranged by heavy-atom count (low to high): 3 of the compounds above
For CCOC(=O)c1c(NC(=S)Nc2ccccc2)sc(C)c1C the results were ERb coact inh -3, MT1-MMP txn act 1.2, FAK inh -1, ERa coact pot 123[fluorescence artefact?] and ERa SRC1 inh -9.
Screening CCCC(C1=C(O)CC(C)(C)CC1=O)C1C(=O)CC(C)(C)CC1=O (stereo unspecified) returned ERb coact inh -11[fluorescence artefact?], MT1-MMP txn act 1.2, FAK inh 0, ERa coact pot 99 and ERa SRC1 inh -9[fluorescence artefact?].
Cc1cc(C)nc(NS(=O)(=O)c2ccc(N/C=C\C(=O)c3ccc(Cl)cc3)cc2)n1 was read as FAK inh 5, CD11b adhes enh 9, CD11b adhes inh -6, Ecoli WT expand -6 and PLAP activator 1.4.

Remaining list, next part.
Screening Cc1oc(-c2ccccc2)nc1CS(=O)CC(=O)N1CCc2ccccc2C1 (stereo unspecified) returned ERb coact inh -14, MT1-MMP txn act 1.1, FAK inh -6, CD11b adhes enh -2, CD11b adhes inh -17, Ecoli WT expand -6, ERa coact pot 101, ERa SRC1 inh -17 and PLAP activator 1.6.
`Cc1ccc(C(=O)CCNc2cccc(Br)c2)o1` gave ERb coact inh -5, MT1-MMP txn act 1.2, FAK inh -2, CD11b adhes enh 92, CD11b adhes inh -3, Ecoli WT expand 5, ERa coact pot 131, ERa SRC1 inh -7 and PLAP activator 0.8.
For O=C(NCc1cccnc1)c1cnn2ccccc12 the results were ERb coact inh 7, MT1-MMP txn act 1.1, FAK inh -6, CD11b adhes enh 5, CD11b adhes inh -12, Ecoli WT expand -6, ERa coact pot 99[fluorescence artefact?], ERa SRC1 inh 1 and PLAP activator 1.2.
Screening O=C(CCn1c(=S)[nH]c2ccccc2c1=O)N1CCOCC1 returned ERb coact inh 3, MT1-MMP txn act 1.1, FAK inh -2, CD11b adhes enh 8, CD11b adhes inh 13, Ecoli WT expand -1, ERa coact pot 96[fluorescence artefact?], ERa SRC1 inh -9 and PLAP activator 1.1.
`COCCNC(=O)CN(C(=O)CCC(=O)Nc1cc(C)on1)c1ccccc1C` gave ERb coact inh -1, MT1-MMP txn act 1.1, FAK inh -1, CD11b adhes enh 0, CD11b adhes inh 3, Ecoli WT expand -4, ERa coact pot 103, ERa SRC1 inh -5 and PLAP activator 1.
COc1ccc(C(=O)NCC(C)C)c(OC)c1 was read as ERb coact inh -10, MT1-MMP txn act 1.3, FAK inh -3, ERa coact pot 109 and ERa SRC1 inh -12.
For CC(=O)Nc1ccc(NC(=O)Cn2c(CC(=O)N3CCCC3)nc3ccccc32)cc1 the results were ERb coact inh -3, MT1-MMP txn act 1.1, FAK inh -4, CD11b adhes enh 2, CD11b adhes inh 0, Ecoli WT expand -3, ERa coact pot 110, ERa SRC1 inh -4 and PLAP activator 1.1.
Screening O=C1CCCC(=O)C1=Cc1c[nH]c2ccccc12 returned FAK inh -1, CD11b adhes enh -1, CD11b adhes inh -6, Ecoli WT expand 4 and PLAP activator 0.9.
`Cc1ccc(-n2c(=O)cc(N3CCc4ccccc4C3)[nH]c2=O)cc1` gave ERb coact inh -22[fluorescence artefact?], MT1-MMP txn act 1.2, FAK inh 0, ERa coact pot 105 and ERa SRC1 inh -20.
Screening CSc1nnc2c(n1)c(C)nn2-c1cccc(C)c1 returned ERb coact inh -6, MT1-MMP txn act 1.5, FAK inh -1, ERa coact pot 106 and ERa SRC1 inh 5[fluorescence artefact?].
Screening Cc1ccc(-c2nc3cnccn3c2Nc2ccc3c(c2)OCO3)cc1 returned ERb coact inh 0, FAK inh 5, CD11b adhes enh -2, CD11b adhes inh 9, Ecoli WT expand 0, ERa coact pot 97[fluorescence artefact?], ERa SRC1 inh -2 and PLAP activator 1.6.
